Assay outcomes (PubChem)
BAP1 inh = blocks human BAP1 ubiquitin-AMC hydrolysis. Q92560. recombinant BAP1, Ub-AMC hydrolysis fluorescence kinetic; active compounds read low. activity remaining (% of control), % at 20 µM. 0.48% of 72,000 active. AID 436;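 active = activity remaining at or below 50% of control, provided the compound also passes the data quality filters; inactive = the rest, including low values that fail the filters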;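 also: 100% = DMSO wells rate and 0% = substrate alone blank rate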
Target sequence (Q92560 whole entry, looked up): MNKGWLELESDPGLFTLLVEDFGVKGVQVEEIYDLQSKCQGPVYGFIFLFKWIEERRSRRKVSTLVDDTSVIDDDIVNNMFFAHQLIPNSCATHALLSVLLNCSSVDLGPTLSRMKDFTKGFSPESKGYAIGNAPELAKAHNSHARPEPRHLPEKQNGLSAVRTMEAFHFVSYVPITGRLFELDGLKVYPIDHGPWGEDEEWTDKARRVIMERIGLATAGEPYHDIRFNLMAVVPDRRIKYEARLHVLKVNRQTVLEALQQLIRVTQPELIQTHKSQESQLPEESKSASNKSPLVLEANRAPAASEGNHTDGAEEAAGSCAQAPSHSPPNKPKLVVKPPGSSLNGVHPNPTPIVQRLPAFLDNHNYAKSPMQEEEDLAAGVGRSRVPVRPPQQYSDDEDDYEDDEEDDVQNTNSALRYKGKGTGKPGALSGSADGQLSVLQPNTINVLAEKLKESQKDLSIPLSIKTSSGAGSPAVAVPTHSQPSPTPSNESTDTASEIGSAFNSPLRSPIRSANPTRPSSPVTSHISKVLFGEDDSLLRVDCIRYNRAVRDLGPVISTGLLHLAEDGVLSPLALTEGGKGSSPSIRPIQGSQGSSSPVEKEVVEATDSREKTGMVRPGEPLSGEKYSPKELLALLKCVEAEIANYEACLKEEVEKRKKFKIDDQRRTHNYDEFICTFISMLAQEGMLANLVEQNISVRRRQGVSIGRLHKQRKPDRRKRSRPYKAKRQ
HePTP inh = human HePTP phosphatase inhibition | P35236 | recombinant HePTP phosphatase activity, OD absorbance | inhibition, % at 20 µM | 0.64% of 110,000 active; in the data active = inhibition above about 50%;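 also: plate controls were vehicle for no effect and reference inhibitor for full effect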
Target sequence (P35236 whole entry, looked up): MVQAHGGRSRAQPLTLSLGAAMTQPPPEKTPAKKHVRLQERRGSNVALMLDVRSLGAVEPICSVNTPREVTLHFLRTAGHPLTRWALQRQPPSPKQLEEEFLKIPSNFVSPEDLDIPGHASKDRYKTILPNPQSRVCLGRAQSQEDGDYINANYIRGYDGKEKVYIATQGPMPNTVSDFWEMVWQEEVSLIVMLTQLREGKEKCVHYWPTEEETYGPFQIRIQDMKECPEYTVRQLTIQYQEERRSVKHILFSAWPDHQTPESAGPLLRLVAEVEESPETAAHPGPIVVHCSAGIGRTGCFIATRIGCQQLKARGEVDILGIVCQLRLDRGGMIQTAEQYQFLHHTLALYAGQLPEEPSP
* hit, by the source's call; · = no result given; & = joins results of further samples.

SMILES	BAP1 inh	HePTP inh
c1cncc(-c2nnc(-c3ccco3)o2)c1	98.1	0.1
O=C(/C=C(\O)c1ccccc1)c1ccc([N+](=O)[O-])cc1	·	-8.8
CCOC(=O)C1=C(c2ccccc2)NC(=S)NC1c1cc(Br)c(OC)cc1OC (stereo not drawn)	83.2	·
CCN(CC)C(=O)c1ccc(CN(c2cc(Cl)ccc2C)S(=O)(=O)c2ccccc2)cc1	·	11.8
COc1ccc(/C=C2/C(=O)NN(c3ccccc3)C2=O)cc1Br	·	-2.5
CC1CC(C)CN(c2ncc3c(n2)CC(c2ccc(Cl)cc2)CC3=O)C1 (stereo not drawn)	80.4	2.6
CC(=O)N(C)c1ccc(NC(=O)c2ccccc2C(=O)O)cc1	116.4	10.2
C/C(CC(=O)N1CCCCC1)=N\NC(=O)c1cccc(O)c1	·	2.0
O=C1N=c2ccc(Br)cc2=C1c1sc(Nc2ccc(O)cc2)nc1O	·	93.0*
COc1cccc2cc(-c3nnc(Nc4ccccc4F)s3)c(=O)oc12	80.3	·
O=C1C2C3c4ccccc4C(CO)(c4ccccc43)C2C(=O)N1c1ccc(Cl)c(Cl)c1 (stereo not drawn)	·	-4.3
c1ccc2c(Cn3ccnc3)c[nH]c2c1	92.8	3.9
Cc1ccc(N2C(=O)NC(=O)/C(=C\c3cc(Br)ccc3OCC(=O)O)C2=O)cc1	·	-11.3
CSc1ccc(S(=O)(=O)N(CC(=O)Nc2cc(C)cc(C)c2)c2ccc(C)cc2)cc1	·	2.5
O=C1/C(=C\c2cccc(O)c2)SC(=S)N1c1cccc(C(F)(F)F)c1	·	4.6
Cc1cc(-c2ccc(NC(=O)c3cccnc3)c(C)c2)ccc1NC(=O)c1cccnc1	·	-10.3
C[C@H](C(=O)O)c1n[nH]c(=O)c2ccccc12	95.1	4.1
O=C(COc1ccccc1)N1CCN(c2ncnc3c2cnn3-c2ccccc2)CC1	120.0	12.7
COCCn1c(SCCN2CCOCC2)nc2c1c(=O)[nH]c(=O)n2C	101.2	1.9
CN(C)c1ccc(-c2ncnn2-c2sc3c(c2C#N)CCCC3)cc1	·	4.3
COc1ccccc1NC(=O)COc1ccc(C=C2C(=O)NC(=O)NC2=O)cc1	·	-1.6
CCc1ccccc1NC(=O)c1c(NC(=O)c2cccs2)sc2c1CCCC2	·	4.4
O=C(c1noc2c1CCCC2)N1CCN(c2ccccc2)CC1	100.3	1.2
COC(=O)C1=C(C)NC2=C(C(=O)CCC2)C1c1cccc([N+](=O)[O-])c1 (stereo not drawn)	121.9	·
CCOC(=O)c1ccc(N2NC(=O)/C(=C/c3cc(Br)ccc3O)C2=O)cc1	·	75.4*
COc1cc(/C=c2\sc3nc4c(C)cc(C)cc4n3c2=O)cc(Br)c1O	·	5.3
COc1cc(C(=O)Nc2ccc(S(=O)(=O)Nc3ncccn3)cc2)cc(OC)c1OC	·	10.2
COc1cc(C2NC(C(=O)O)Cc3c2[nH]c2ccccc32)cc(OC)c1OC (stereo not drawn)	107.2	·
Fc1ccc(CN(C2=NCCN2)c2c(Cl)cccc2Cl)cc1	99.1	·
O=C(NC1CCCC1)C(c1ccncc1)N(Cc1cccs1)C(=O)c1csnn1 (stereo not drawn)	104.7	-6.4
N#CCCCSc1ncccc1-c1nc2ccccc2[nH]1	98.5	2.0
CN1C(=O)/C(=C/c2cc(Br)cc([N+](=O)[O-])c2O)SC1=S	·	-14.8
CCCOc1ccc(C(=O)Nc2ccc3ccccc3c2)cc1	·	9.5
O=C(NCc1cccnc1)c1nn2c(c1Cl)NC(c1cccs1)CC2C(F)(F)F (stereo not drawn)	·	4.1
COC(=O)C1=C(C)NC(C)=C(C(=O)OC)C1c1ccc(C)o1	·	-16.4
CCOC(=O)C1=C(C)NC(=O)NC1c1ccccc1OC (stereo not drawn)	80.1	·
COC(=O)c1sc(N)c(C(=O)OC)c1COC(=O)C1CC(=O)N(Cc2ccco2)C1 (stereo not drawn)	85.0	16.1
COc1ccc(NC(=O)CSc2nccc(C)n2)cc1	88.8	-4.7
COc1ccc(C(C(C(=O)c2ccco2)N2CCOCC2)N2CCOCC2)cc1 (stereo not drawn)	100.4	-0.8
CC(=O)c1cccc(NC(=O)CN(Cc2ccccc2)S(C)(=O)=O)c1	117.7	4.3

Six compounds out of the list above, ordered by the number in HePTP inh, ascending.
SMILES	BAP1 inh	HePTP inh
COc1ccc(NC(=O)CSc2nccc(C)n2)cc1	88.8	-4.7
COc1ccccc1NC(=O)COc1ccc(C=C2C(=O)NC(=O)NC2=O)cc1	·	-1.6
O=C(c1noc2c1CCCC2)N1CCN(c2ccccc2)CC1	100.3	1.2
COc1cc(/C=c2\sc3nc4c(C)cc(C)cc4n3c2=O)cc(Br)c1O	·	5.3
CCCOc1ccc(C(=O)Nc2ccc3ccccc3c2)cc1	·	9.5
CCOC(=O)c1ccc(N2NC(=O)/C(=C/c3cc(Br)ccc3O)C2=O)cc1	·	75.4*

Continuation.
SMILES	BAP1 inh	HePTP inh
Cc1nc(-c2ccccc2O)n(S(=O)(=O)N(C)C)n1	70.5	-1.7
CCC(C)[C@H](NC(=O)NC1CC1)C(=O)O (stereo partly drawn)	98.8	-2.5
CCOc1ccc(-n2nc3ccc(NC(=O)/C=C/c4ccco4)cc3n2)cc1	·	-5.6
Cc1oc(C(C)(C)C)cc1C(=O)Nc1cccc2ccccc12	133.6	·
CN1CCN(C(=O)c2cc(-c3ccccc3)nc3ccccc23)CC1	·	6.9
CC(=O)Nc1cc(C(=O)O)cc(N)c1Cl	·	0.4
COc1ccc2nc(NC(=O)c3ccccc3[N+](=O)[O-])sc2c1	·	11.2
COc1ccc(OCc2nnc3n2N=C(c2ccc(C)cc2)CS3)cc1	82.7	-2.4
CCOc1ccc(NC(=O)CN2CCN(CC(=O)Nc3cccc(F)c3)CC2)cc1	104.5	3.2
CCOC(=O)Cc1cc(-c2ccccc2O)nc2ccc3ccccc3c12	128.7	·
Cn1nccc1C(=O)c1ccc(Cl)cc1	109.7	6.5
CCC(C(=O)Nc1ccccc1Cl)c1ccccc1 (stereo not drawn)	·	6.6
Cc1nc(=S)n(-c2ccccc2)[nH]1	98.3	-1.8
O=C1CC(Nc2ccc(F)cc2)C(=O)N1c1ccccc1C(F)(F)F (stereo not drawn)	·	-9.2
COc1ccc(NC(=O)c2cccc(N3C(=O)c4ccc(C(=O)Nc5ccc(OC)cc5)cc4C3=O)c2)cc1	·	-8.7
O=c1[nH]c(/C=C/c2ccccc2)c([N+](=O)[O-])c(=O)[nH]1	·	-2.4
O=C1C(Cc2ccccc2)S/C(=N/N=C/c2cccc([N+](=O)[O-])c2)N1c1ccccc1 (stereo not drawn)	·	3.6
COc1cccc(C2CC(c3ccc(Cl)cc3Cl)n3nc(N)nc3N2)c1 (stereo not drawn)	82.8	-11.5
NC(=O)c1cc2n(n1)C(C(F)(F)F)CC(c1ccco1)N2 (stereo not drawn)	105.4	5.1&-3.5
Cn1c(=O)n(CCc2ccccc2)c(=O)c2c1ncn2Cc1ccccc1	116.8	-4.0
Cc1cc(C)n(-c2nnc(C)n2N)n1	95.2	4.7
COc1ccccc1N1CCN(C(=O)COc2ccc(Br)cc2)CC1	·	8.8
CCOC(=O)N1CCC(NC(=O)c2cc3c(-c4ccccc4F)nn(C)c3s2)CC1	96.1	3.7
O=C1CC(N2CCCC2)C(=O)N1c1ccc(F)cc1 (stereo not drawn)	·	0.0
C[n+]1ccccc1/C=C\c1ccccc1O	·	0.3
COc1ccc(C2=NOC(Cn3c(Cc4ccc(Cl)cc4)nc4c3c(=O)n(C)c(=O)n4C)C2)cc1 (stereo not drawn)	114.0	4.7
COc1ccc(-c2noc(CCC(=O)Nc3ccc4c(c3)OCCO4)n2)cc1	84.0	-5.5
CCc1ccc(S(=O)(=O)N2CCN(c3ccccc3OC)CC2)cc1	·	3.8
Cc1ccc(C(=O)Nc2sc3c(c2C(=O)N2CCCCCC2)CCCC3)cc1	·	-1.1
Cc1c(NC(=O)/C=C/c2cn(-c3ccccc3)nc2-c2ccc(F)cc2)c(=O)n(-c2ccccc2)n1C	·	-17.6
COC(=O)[C@H](C)NC(=O)Nc1ccc(Oc2ccccc2)cc1	104.0	5.1
O=C(Nc1ccc(Cc2ccc(NC(=O)c3cccnc3)cc2)cc1)c1cccnc1	·	8.4
O=C(Cn1nnc(-c2ccncc2)n1)Nc1ccc2c(c1)CCC2	93.8	6.3
Cc1ccnc(NS(=O)(=O)c2ccc(NC(=O)c3ccccc3)cc2)n1	·	8.2
CC(=O)Nn1c(COc2ccccc2C)nc2ccccc2c1=O	92.1	9.9
Cc1ccc(/C=N/n2cnc3sc4c(c3c2=O)CCCC4)o1	78.7	-9.6
Cc1ccnc(NS(=O)(=O)c2cc(C(C)(C)C)c(F)c(C(C)(C)C)c2)c1	55.6	·
COc1ccc(C(=O)NCc2n[nH]c(=S)n2-c2ccccc2)cc1OC	93.1	2.0
CCCCOCCCn1c(-c2ccco2)nc2nc3ccccc3nc21	·	11.5
Cn1c(=O)c2c(-c3ccccc3)n(C3CCCCC3)cc2n(C)c1=O	93.1	1.0
Cc1nc2sc(C(c3cccc(F)c3)N3CCN(C(=O)c4ccco4)CC3)c(O)n2n1 (stereo not drawn)	109.0	6.4
O=C1S/C(=C/c2cc([N+](=O)[O-])ccc2O)C(=O)N1c1ccccc1	·	-2.5
CC(=O)c1cc(C)ccc1OC(=O)c1cccc2nc(C)oc12	83.1	6.6
COc1ccccc1CC(=O)Nc1cccc([N+](=O)[O-])c1	·	2.4
CN(C)C(=O)CSc1nnc(-c2cc(-c3cccs3)nc3ccccc23)o1	92.2	-3.0
COC(=O)CC1Sc2ccccc2NC1=O (stereo not drawn)	102.5	9.6
Cc1ccnc(NS(=O)(=O)c2ccc(NC(=O)c3cccc(I)c3)cc2)n1	·	-13.7
O=C(Nc1ccc2c(c1)OCCO2)NC1(C(F)(F)F)Oc2ccccc2O1	96.5	-4.6
CCSc1nnc2c(n1)OC(c1ccc3ccccc3c1)Nc1ccccc1-2 (stereo not drawn)	51.4	·
CC(C)OC(=O)CC(O)(c1ccccc1)C(F)(F)C(F)F (stereo not drawn)	·	0.2
CCCOC(=O)C1=C(C)NC2=C(C(=O)CCC2)C1c1ccc(O)c(OC)c1 (stereo not drawn)	158.9	·
COCCCNC(=O)C1CCCCN1S(=O)(=O)c1ccc(F)cc1 (stereo not drawn)	102.7	9.1
Cc1ccc(OCC(=O)Nc2sc3c(c2C#N)CCCC3)cc1C	·	7.0
CC1CC(C(F)(F)C(F)(F)F)n2nc(C(=O)O)cc2N1 (stereo not drawn)	85.6	5.2
CCCN1CCCc2cc(CN)ccc21	84.9	4.5
CS/C(=N\S(=O)(=O)c1ccc(N)cc1)NS(=O)(=O)c1cccs1	·	3.5
O=C(O)c1ccc(NC(=O)c2ccccc2NC(=O)c2ccccc2Cl)cc1	106.9	-1.0
COc1cccc(CN2CCN(Cc3cccn3C)CC2)c1	·	6.9
Cc1ccc(SC/C(O)=C(\C#N)c2nc3ccccc3s2)cc1	76.9	8.5
COc1ccc(-c2c(C)nn3c(N4CCC(C(=O)NCCN(C)C)CC4)cc(C)nc23)cc1OC	116.8	6.0
Next entries follow.
SMILES	BAP1 inh	HePTP inh
CS(=O)(=O)N(CC(=O)Nc1ccc2c(c1)OCO2)Cc1ccccc1	111.4	10.2
Cc1cccc(N2C(=O)NC(=O)/C(=C/c3cc(Cl)c(O)c(Cl)c3)C2=O)c1	·	3.2
O=C(CN1CCN(C(=O)c2cccc(F)c2)CC1)NC1CCCCC1	95.5	1.5
COc1ccc(C2=NN(C(C)=O)C(c3ccc([N+](=O)[O-])cc3)C2)cc1 (stereo not drawn)	·	2.1
COc1ccc(Oc2ccc(N)cc2)cc1	·	3.3
COc1ccc2[nH]c(C)c(CCN3C(=O)C4CC=CCC4C3=O)c2c1 (stereo not drawn)	82.6	5.3
O=C(CCN1C(=O)c2ccccc2C1=O)N1CCN(Cc2ccccc2)CC1	·	1.1
CC(=O)OCCCNc1cc(N2CCCC2)ccc1[N+](=O)[O-]	·	0.9
Cc1cc(NC(=O)CSc2nc(-c3ccccc3)cc(-c3ccccc3)n2)no1	·	7.3
COc1ccccc1OCC(=O)c1[nH]c(C)c(C(C)=O)c1C	53.0	2.9
CCOc1ccccc1C(=O)N(C)Cc1cc2cc(OC)ccc2[nH]c1=O	·	6.6
O=[N+]([O-])c1ccc(NCCCNS(=O)(=O)c2ccccc2)c(Cl)c1	·	3.5
Cc1ccccc1-c1nc2ccccc2c(=O)n1/N=C/c1c[nH]c2ccccc12	·	-4.4
COc1cccc(C(=O)COC(=O)C(C)N2C(=O)c3ccccc3C2=O)c1 (stereo not drawn)	89.8	-8.6
Cc1noc(C)c1COC(=O)CN(C)S(=O)(=O)c1ccc(Cl)cc1	119.3	8.2
COc1ccc(N2CCN(c3nc4c(c(=O)n(C)c(=O)n4C)n3CCCc3ccccc3)CC2)cc1	99.6	-4.7
O=C(N/N=C/c1ccccc1O)c1c[nH]c2ccccc12	·	-7.2
O=C(CSc1nnnn1C1CCCCC1)Nc1cccc(NC(=O)c2ccco2)c1	100.5	3.1
COc1cc(/C=N\NC(=O)CNc2ccc(C)cc2)ccc1OCc1ccccc1	·	4.2
COc1cc(OC)c(OC)cc1CN(C)CCc1ccccn1	117.7	9.0
CCC(C(=O)OC)n1cnc2c(cnn2-c2ccc(Cl)cc2)c1=O (stereo not drawn)	91.5	-1.1
CC(=O)Nc1ccc(S(=O)(=O)c2ccc(N)cc2)cc1	95.7	6.2
CN1CCN(Cc2c(O)ccc3cc(-c4nc5ccccc5s4)c(=O)oc23)CC1	·	-4.7
COc1cccc(-c2cc3nc4c(c(N5CCC6(CC5)OCCO6)n3n2)CCCC4)c1	·	-4.2
O=[N+]([O-])c1cccc(Nc2ncnc3ccccc23)c1	·	-14.1

Fetched one by one from the entries so far, three records:
SMILES	BAP1 inh	HePTP inh
CN1CCN(Cc2c(O)ccc3cc(-c4nc5ccccc5s4)c(=O)oc23)CC1	·	-4.7
CCC(C(=O)OC)n1cnc2c(cnn2-c2ccc(Cl)cc2)c1=O (stereo not drawn)	91.5	-1.1
O=[N+]([O-])c1cccc(Nc2ncnc3ccccc23)c1	·	-14.1

No enrichment for hits; any-hit rate near 0.83%.
